GSK3 alpha inh: blockers of GSK3A enzyme activity – biochemical, luminescence, cell-free homogeneous, HTS, primary screen; Glycogen synthase kinase-3 alpha (Homo sapiens), P49840; GSK-3 alpha kinase, ADP-Glo luminescence, 60 min; inhibition, % at 10 µM; 320,000 tested, 0.1% active;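 in the data active = inhibition above about 50%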;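 note: GST-tagged GSK-3 alpha with peptide substrate and 25 µM ATP; 0% = DMSO neutral wells and 100% = GW8510 positive control wells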
Target sequence (P49840 whole entry, looked up): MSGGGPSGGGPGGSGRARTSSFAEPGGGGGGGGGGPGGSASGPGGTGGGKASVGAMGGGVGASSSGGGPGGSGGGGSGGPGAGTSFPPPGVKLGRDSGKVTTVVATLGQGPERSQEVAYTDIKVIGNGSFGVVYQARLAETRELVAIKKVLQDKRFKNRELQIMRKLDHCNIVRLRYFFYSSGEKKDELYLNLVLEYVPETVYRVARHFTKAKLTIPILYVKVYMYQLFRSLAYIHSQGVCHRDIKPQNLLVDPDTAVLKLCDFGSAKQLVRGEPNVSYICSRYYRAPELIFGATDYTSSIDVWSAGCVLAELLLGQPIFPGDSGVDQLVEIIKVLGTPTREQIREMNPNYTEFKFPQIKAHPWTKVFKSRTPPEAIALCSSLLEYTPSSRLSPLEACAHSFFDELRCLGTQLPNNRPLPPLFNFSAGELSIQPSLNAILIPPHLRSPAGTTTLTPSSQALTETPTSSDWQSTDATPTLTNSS
HSP90 inh: HSP90 inhibitors, primary screen, cell lysate, luminescence | Rabbit reticulocyte lysate, luciferase refolding luminescence, 3 h | inhibition, % at 5.6 µM | 290,000 tested, 0.91% active | AID 1789, 2009;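 active = inhibition above the screen-wide mean plus 3 SD, computed separately per campaign, cut at about 16% in these data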;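 note: 0% = DMSO wells and 100% = 60 µM geldanamycin wells; inhibitors lower the luminescence because luciferase stays unfolded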
HIF activator: HIF pathway transcriptional activators, primary screen, cell-based, U2OS HRE-luciferase, luminescence | U2OS HRE-luciferase reporter; normalized: DMSO 0%, desferrioxamine 100% | activation, % at 7.5 µM (by protocol) | 300,000 tested, 0.32% active;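 active = mean activation of at least 10% of the iron chelator positive control signal, with at least half of replicates also reaching 10%; inconclusive = mean and replicate majority disagree about reaching 10%; inactive = mean and most replicates under 10%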
IEC-6 cytotox: cytotoxicity in IEC-6 intestinal epithelial cells, primary screen, cytotoxicity control for KLF5 inhibitor project, cell-based, luminescence; IEC-6 cytotoxicity, luminescence viability; inhibition, % at 5 µM; 290,000 tested, 0.78% active; in the data active = inhibition above about 22%;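 note: 0% = plate median of test compound wells and 100% = cytotoxic reference compound wells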
aSyn UTR inh: MLPCN primary screen, SNCA 5' untranslated region. alpha-synuclein 5'UTR reporter, inhibitor activity. inhibition, % (tested at 7.5 µM). 300,000 tested, 0.82% active. AID 1813, 2009; in the data active = inhibition above about 60%; inconclusive = no clear call, values can overlap the other calls;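 note: H4 neuroglioblastoma cells stably carrying SNCA 5'UTR luciferase fusion; 0% = DMSO wells and 100% = positive control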
AI-2 QS mod: Vibrio harveyi AI-2 quorum sensing modulators, primary screen, JMH597 strain, luminescence/OD600 ratio. Vibrio harveyi JMH597 AI-2 luminescence/OD600 ratio, 9 h; stronger effect = lower value; strain lacks LuxN and CqsS sensors; 0 = neutral-control median. activity change, % at 7.5 µM. 300,000 tested, 0.4% active. AID 2094, 2009; in the data active = activity change below about -75%, passing the limit was not always enough; inconclusive = no clear call, values can overlap the other calls;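 note: luminescence divided by OD600 gain over 9 h not by final OD600 alone; inactives centre near 13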
KLF5 inh: KLF5 expression inhibitors, primary screen, DLD-1 cells, luminescence | DLD-1 KLF5 promoter-luciferase reporter | inhibition, % at 5 µM | 290,000 tested, 0.23% active | AID 1700, 2009;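 active = inhibition above a per-plate limit of that plate's mean compound inhibition plus 3 SD, cut at about 60% in these data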;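 note: 0% = DMSO wells and 100% = LY294002 at 200 µM; higher means less KLF5 promoter-driven luciferase light; inactives centre near -14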
GSK3B inh: human GSK3beta kinase inhibitors, primary screen, biochemical, cell-free homogeneous, HTS; Glycogen synthase kinase-3 beta (Homo sapiens), P49841; GST-GSK3beta kinase, ADP-Glo luminescence, 60 min; stronger effect = lower value; activity score (negative = inhibition), % at 10 µM; 300,000 tested, 0.038% active;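 active = more than half of replicate wells score below -50%, meaning over 50% inhibition versus plate controls; inconclusive = some replicates but at most half score below -50%; inactive = no replicate scores below -50%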;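 note: 0% = median DMSO wells and -100% = median GW8510 positive control wells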
Target sequence (P49841 whole entry, looked up): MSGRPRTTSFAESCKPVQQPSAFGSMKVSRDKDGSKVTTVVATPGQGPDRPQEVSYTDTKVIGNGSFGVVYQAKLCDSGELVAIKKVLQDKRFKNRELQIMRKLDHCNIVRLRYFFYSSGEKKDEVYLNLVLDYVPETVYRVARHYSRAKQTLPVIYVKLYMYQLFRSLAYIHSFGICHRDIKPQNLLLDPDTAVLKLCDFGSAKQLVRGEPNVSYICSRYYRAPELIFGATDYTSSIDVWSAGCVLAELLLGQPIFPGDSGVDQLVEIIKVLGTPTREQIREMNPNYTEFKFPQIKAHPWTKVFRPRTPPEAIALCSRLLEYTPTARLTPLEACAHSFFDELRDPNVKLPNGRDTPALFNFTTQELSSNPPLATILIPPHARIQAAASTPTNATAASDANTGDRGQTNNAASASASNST
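Test system: GST-tagged human GSK3beta kinase, cell-free; evaluation: activity score scaled between in-plate DMSO and GW8510 controls; measured by: ADP-Glo luminescence; incubation: 60 min reaction, RT; benchmarks: DMSO and 20 µM GW8510; reagent: peptide substrate plus 25 µM ATP (final); medium: Tris/MgCl2 kinase buffer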
HSF-1 act: HSF-1 activators, primary screen, NIH3T3-HGL cells, MG132 stress, luminescence, single point; NIH3T3-HGL HSF-1 luciferase reporter, 8 h; 100% = twice DMSO control signal; activation, % at 9 µM; 300,000 tested, 1.7% active;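 active = mean replicate activation of at least 50% with a set share of replicates each reaching 50%; inconclusive = only one of those two conditions met; inactive = mean below 50% and too few replicates reaching it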;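 note: 0% = median of the neutral control wells and 100% = twice that signal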
HSF1 inh: HSF1 inhibitors in luciferase reporter cells, primary screen, cell-based, NIH3T3, luminescence; NIH3T3-HGL HSE-luciferase, MG132-induced, luminescence 8 h; stronger effect = lower value; activity change, negative = inhibition, % at 7.5 µM (by protocol); 300,000 tested, 0.77% active; AID 2098, 2009;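 active = more than half of replicate wells show activity change below -50%, luminescence cut by over half; inconclusive = some wells, but at most half, below -50%; inactive = no replicate well below -50%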;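 note: luciferase reports HSF-1 transcriptional activity via heat shock element; 0% = median of DMSO wells and -100% = zero luminescence signal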
The depositor's hits bear a star; ? = inconclusive; . = not tested or not shown.

SMILES	AI-2 QS mod	IEC-6 cytotox	GSK3B inh	HSF-1 act	GSK3 alpha inh	HSF1 inh	aSyn UTR inh	KLF5 inh	HSP90 inh	HIF activator
CC1CCCCC1NC(=O)c1ccc(S(=O)(=O)NCC2CCCO2)cc1 (stereo unspecified)	18	4	0	-24	-4	1	15	11	2	0.0
CCOc1nc(C)ccc1-c1noc(-c2ccncc2)n1	10	5	5	-3	1	7	-51	-34	2	3.1
N#CCCN(Cc1cccnc1)C(=S)NC1CC2C=CC1C2 (stereo unspecified)	-8	1	2	-12	-6	3	5	-12	-1	-0.9
Cc1ccc(OCC(=O)O/N=C(\N)Cc2ccc(Cl)cc2)cc1	-9	1	3	-2	3	-11	8	-1	2	0.2
COc1cccc(CN2CCNC(=O)C2CC(=O)N(C)Cc2cnccn2)c1OC (stereo unspecified)	12	4	2	-8	0	-1	-5	-7	-3	-0.1
N#Cc1cnc(N)c(Br)c1	29	-7	1	-6	-1	-6	20	7	-1	-0.5
CCC(=O)N1CCCc2cc(S(=O)(=O)N3CCC(N4CCCCC4)CC3)ccc21	12	2	-1	13	-2	-3	6	1	1	-1.1
CCCCCC(=O)Nc1cccc(-c2nc3ncccc3o2)c1	0	0	1	-1	7	-2	20	-28	6	0.1
O=[N+]([O-])c1ccc(O)c(CSc2nnnn2-c2ccccc2)c1	10	-1	3	-13	-2	-6	11	-5	-2	-1.6
CCOC(=O)C1CCN(CC(O)COCc2ccc(Cl)cc2)CC1 (stereo unspecified)	24	-2	-1	-4	-8	-2	2	-27	-5	2.4
CC1CN(CCOc2ccccc2-c2ccccc2)CC(C)O1 (stereo unspecified)	10	-4	5	-6	-1	-4	-2	-15	-1	0.2
Cc1ccc(-c2nnc(CCC(=O)NCc3csc(C)n3)o2)s1	24	7	2	6	-2	12	-1	-2	8	0.5
Cc1nn(Cc2ccccc2Cl)c(Cl)c1/C=C/C(=O)OCC(=O)NC(N)=O	4	0	6	-5	.	-9	-14	-5	-8	-0.5
CCOc1ccc(NS(=O)(=O)c2ccc3[nH]cc(C(=O)NCCOC)c(=O)c3c2)cc1	2	-2	-1	9	2	-1	-12	-16	1	-37
COC(=O)C(C)N1CCC(=O)c2ccccc2S1(=O)=O (stereo unspecified)	10	.	5	-11	0	-1	19	.	.	0.9
CCOC(=O)c1cnc2c([N+](=O)[O-])cnn2c1C	27	0	0	1	-2	1	14	-10	-1	-0.4
COc1ccc(NC(=O)CN(C)C(=O)c2ccc(N3CCCC3)c([N+](=O)[O-])c2)cc1	.	.	.	22	-3	7	8	.	.	0.4
CCOC(=O)c1c(NC(=O)c2cccc(N3C(=O)CCC3=O)c2)sc(C)c1C	5	1	4	2	-2	6	-2	16	0	0.0
COc1cc(NC(=O)c2n[nH]c(=O)c3ccccc23)cc(OC)c1	20	3	-4	6	0	1	2	-5	-2	0.2
Cn1cc(S(=O)(=O)Nc2ccc(F)c(Cl)c2)c(=O)n(C)c1=O	11	4	1	0	-2	0	4	-7	1	-0.3
O=C(NCc1ccccn1)c1ccc(OC2CCN(Cc3ccc(Cl)s3)CC2)cc1	4	5	.	-3	0	-4	-7	-13	-2	2.1
CN(C)CCP(=O)(c1ccccc1)c1ccccc1	-3	-5	-5	9	0	2	-3	-37	-2	-0.1
COc1cccc2c(=O)n(CC(=O)Nc3ccccc3F)ccc12	9	-1	-4	-6	-2	-5	-29	-57	-3	0.1
CC(C)c1cc(=O)n2[nH]c(SCc3ccccc3Cl)nc2n1	15	-1	-1	-2	-1	-11	-11	5	2	-9.5
Cc1ccc(C(=O)N2CCCC2)cc1S(=O)(=O)Nc1cccc(C)c1C	4	1	-1	-17	-2	1	-5	-24	3	-0.4
CCOC(=O)C1CCN(C(=O)c2oc3ccc(S(=O)(=O)N4CCCCCC4)cc3c2C)CC1	35	-2	-1	7	0	-2	25	8	3	-0.9
COC(=O)c1ccc(N2CN=C(c3ccc(C)cc3)NC2=S)cc1	1	-4	2	-27	-1	-17	-7	-33	5	0.1
CC1Sc2ccc(S(=O)(=O)CCC(=O)NCc3cccs3)cc2NC1=O (stereo unspecified)	11	-5	-1	8	0	-1	3	-42	-1	-0.2
CC(=O)Nc1cccc(-c2csc(Nc3ccc(Cl)cn3)n2)c1	25	-6	0	?	0	21	-174	-166	4	2.2
COc1ccc(Br)cc1CNc1ccc2[nH]c(=O)[nH]c2c1	5	-7	-2	-6	0	3	8	-9	0	0.2

Given as labelled records: four of the compounds above
> CN(C)CCP(=O)(c1ccccc1)c1ccccc1
  AI-2 QS mod: -3
  IEC-6 cytotox: -5
  GSK3B inh: -5
  HSF-1 act: 9
  GSK3 alpha inh: 0
  HSF1 inh: 2
  aSyn UTR inh: -3
  KLF5 inh: -37
  HSP90 inh: -2
  HIF activator: -0.1
> COC(=O)c1ccc(N2CN=C(c3ccc(C)cc3)NC2=S)cc1
  AI-2 QS mod: 1
  IEC-6 cytotox: -4
  GSK3B inh: 2
  HSF-1 act: -27
  GSK3 alpha inh: -1
  HSF1 inh: -17
  aSyn UTR inh: -7
  KLF5 inh: -33
  HSP90 inh: 5
  HIF activator: 0.1
> CC1Sc2ccc(S(=O)(=O)CCC(=O)NCc3cccs3)cc2NC1=O (stereo unspecified)
  AI-2 QS mod: 11
  IEC-6 cytotox: -5
  GSK3B inh: -1
  HSF-1 act: 8
  GSK3 alpha inh: 0
  HSF1 inh: -1
  aSyn UTR inh: 3
  KLF5 inh: -42
  HSP90 inh: -1
  HIF activator: -0.2
> CC(C)c1cc(=O)n2[nH]c(SCc3ccccc3Cl)nc2n1
  AI-2 QS mod: 15
  IEC-6 cytotox: -1
  GSK3B inh: -1
  HSF-1 act: -2
  GSK3 alpha inh: -1
  HSF1 inh: -11
  aSyn UTR inh: -11
  KLF5 inh: 5
  HSP90 inh: 2
  HIF activator: -9.5

(more compounds)
SMILES	AI-2 QS mod	IEC-6 cytotox	GSK3B inh	HSF-1 act	GSK3 alpha inh	HSF1 inh	aSyn UTR inh	KLF5 inh	HSP90 inh	HIF activator
Cc1cccn2c(=O)c3cc(C(=O)NC4CCCCC4C)n(C)c3nc12 (stereo unspecified)	1	7	-1	0	1	2	17	-27	-3	-0.1
O=C(Cc1ccc(Br)cc1)NCc1ccccc1	17	60*	1	?	-3	17	-67	35	-1	-2.4
CCOC(=O)C(C)Sc1nnc(CSc2nc3nc(C)cc(C)n3n2)o1 (stereo unspecified)	56	-2	-2	-3	-1	-4	-5	-27	-3	-0.2
O=C(Nc1cccc(C(F)(F)F)c1)Oc1ccc(Cl)c2cccnc12	115	-3	2	3	6	-8	75*	-7	0	-9.8
COCCNC(=S)N(CCc1c(C)[nH]c2ccc(Cl)cc12)Cc1cccnc1	10	2	0	9	1	3	7	-12	-3	-2.1
c1ccc(-c2nnsc2-c2ccccc2)cc1	4	4	4	0	-2	-6	0	-19	4	0.7
Cc1cccc(N2CCN(C(c3ccncc3)c3nnnn3C(C)(C)C)CC2)c1C (stereo unspecified)	2	3	-3	-7	0	-6	11	-7	-1	-1.0
COc1ccc(C2/C(=C(/O)c3ccc(Br)cc3)C(=O)C(=O)N2C)cc1 (stereo unspecified)	-1	-8	5	4	-1	-7	-23	-16	-5	-34
O=C(NN1CCOCC1)c1ccc([N+](=O)[O-])cc1	30	2	-1	-6	1	1	22	-3	-1	-0.7
CC(C)(C)c1cc(NC(=O)c2cc(F)c(F)c(F)c2F)no1	4	-3	2	-9	-1	5	-63	-22	-1	-0.2
CCN(CC)c1ccc(/C=N/NC(=S)NCc2ccco2)cc1	1	8	4	23	0	6	5	5	4	1.1
CCOC(=O)c1c(C)oc2c1cc(NS(=O)(=O)c1ccc(C(=O)O)cc1)c1ccccc12	38	4	1	9	6	3	8	-8	1	-0.7
Cc1ccc(S(=O)(=O)c2c(O)c3ccc(C(=O)O)cc3[nH]c2=O)cc1	7	-18	0	-1	-1	-8	-12	6	11	1.1
CSc1sccc1/C=C(/C#N)C(=O)c1ccco1	6	2	2	9	-1	-1	7	-45	2	1.4
c1ccc(Oc2nc3ccccc3n3cccc23)cc1	23	3	2	4	-2	-1	39	-26	-3	-0.5
CCCN(C(=O)c1ccco1)c1nnc(-c2cccc(C)c2)s1	23	-6	2	14	0	8	-143	-51	5	1.5
COc1ccccc1/C=N/NC(=O)c1ccc(Br)cc1	1	10	1	44	0	14	-14	-11	2	-0.3
O=C(NC1CCCc2ccccc21)c1n[nH]c(=O)c2ccccc12 (stereo unspecified)	29	23*	0	-11	-2	-14	88*	2	-1	-0.3
CCOC(=O)N1CCC(NC(=O)c2cnn3ccccc23)CC1	19	-5	-4	4	-1	-3	3	3	-4	0.2
COc1ccc(N2CC(NS(=O)(=O)c3ccc4ccccc4c3)CC2=O)cc1OC (stereo unspecified)	13	.	-1	17	-2	14	10	.	.	0.0

Limited to GSK3 alpha inh, aSyn UTR inh and GSK3B inh, for 3 of the compounds above:
Structure,GSK3 alpha inh,aSyn UTR inh,GSK3B inh
COc1ccccc1/C=N/NC(=O)c1ccc(Br)cc1,0,-14,1
O=C(NC1CCCc2ccccc21)c1n[nH]c(=O)c2ccccc12 (stereo unspecified),-2,88*,0
CCOC(=O)N1CCC(NC(=O)c2cnn3ccccc23)CC1,-1,3,-4

Further compounds:
SMILES	AI-2 QS mod	IEC-6 cytotox	GSK3B inh	HSF-1 act	GSK3 alpha inh	HSF1 inh	aSyn UTR inh	KLF5 inh	HSP90 inh	HIF activator
COc1cc(CNCCc2c[nH]c3ccccc23)ccc1OCc1ccc(F)cc1	18	2	1	-3	1	1	19	-27	2	-0.4
CCOC(=O)C1(Cc2ccc(OC)cc2)CCN(C(=O)Cn2cnnn2)CC1	12	-1	0	5	-1	-5	0	-15	0	-0.1
CCN(CC(=O)Nc1c(F)cccc1F)C(=O)CCc1nc2ccccc2c(=O)[nH]1	13	.	0	24	-2	2	9	.	.	0.2
Cc1ccccc1C(=O)N1CCC(n2nccc2NC(=O)C2CC2)CC1	40	-4	1	2	-1	-4	15	-6	-1	-0.5

Screening results from PubChem BioAssay.

Random draw from the library (roughly 4.7% active in at least one column).
